a7 integrin act – activators of alpha7 integrin expression for muscular dystrophy | alpha7betagal myoblasts, beta-gal FDG fluorescence, 48 h | actives 0.064% (n = 350,000) | AID 624291 | Potency, µM (highest dose often 38.3 µM), for the others: at the highest dose activation, actives largely listed as activators;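 note: potency is the fitted concentration of half-maximal effect; 100% = response of the positive control SU9516; nearly all actives have a fitted effect of over 60% in size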
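Alpha7betagal+/- myoblasts (passage 13) were plated 16-24 hr, then exposed to compounds (1:260 dilution of DMSO stock) for 48 hours at 37C. After MPER lysis, β-galactosidase reporter activity was read as FDG fluorescence (ex 480/em 540) after 30 minutes.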
ELG1 repair inh – ELG1-dependent DNA repair inhibition. HEK293T ELG1-luciferase reporter, luminescence, 16 h; DNA damage induced by 5-fluorouridine. Potency, µM (series often up to 46.1 µM), for the others: at the highest dose activity change, negative = inhibition, most hits filed as inhibitors. actives 2.3% (n = 330,000). AID 504467; note: potency is the fitted concentration of half-maximal effect; % is set by controls: 0 for no effect and ±100 for the full control effect; nearly all actives have a fitted effect of over 55% in size
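Luminescence from the luciferase reporter, measured 30 min after ONE-Glo reagent at room temperature, was the read-out. Beforehand, 2,000 cells per well were exposed for 16 hr at 37 °C to 5-fluorouridine together with compound or vehicle.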
BCR signal inh – chronic active BCR signaling inhibition; ABC-DLBCL IkBa-CBG/CBR reporter, luminescence ratio, 4 h; Potency, µM (top dose mostly 46.1 µM), for inactives: at the top dose ratio change, negative = lower green/red ratio, actives largely listed as inhibitors; actives 0.05% (n = 340,000); AID 493014; active = well fitted inhibition curve with a large enough effect in the signal ratio, with a control signal flat, not every such curve was filed as active; inconclusive = small, poorly fitted or top-dose-only effect, or effect the other way, or a change in a side signal; the % refers to the signal ratio;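 note: potency is the fitted concentration of half-maximal effect; plate controls were basal doxycycline-induced cells for no effect and cells given 10 µM MG132 for full effect; MG132 reads +100%, hits lower the ratio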
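Compounds up to 46 uM were incubated four hours with TMD8 cells whose green CBG68 luciferase is fused to IkappaBalpha; red CBR luminescence normalised the signal, and concentration-effect curves were fitted to fusion, red and ratio data.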
Eya2 inh – blocks the phosphatase activity of human Eya2. recombinant Eya2, OMFP fluorescence dephosphorylation (OMFP is methylfluorescein phosphate). Potency, µM (series often up to 76.9 µM), without a hit: at the top dose activity, negative = inhibition, usual class: inhibitors. actives 0.006% (n = 330,000). O00167; note: potency is the fitted concentration of half-maximal effect; % is set by controls: 0 for no effect and ±100 for the full control effect
Target sequence (O00167 whole entry, looked up): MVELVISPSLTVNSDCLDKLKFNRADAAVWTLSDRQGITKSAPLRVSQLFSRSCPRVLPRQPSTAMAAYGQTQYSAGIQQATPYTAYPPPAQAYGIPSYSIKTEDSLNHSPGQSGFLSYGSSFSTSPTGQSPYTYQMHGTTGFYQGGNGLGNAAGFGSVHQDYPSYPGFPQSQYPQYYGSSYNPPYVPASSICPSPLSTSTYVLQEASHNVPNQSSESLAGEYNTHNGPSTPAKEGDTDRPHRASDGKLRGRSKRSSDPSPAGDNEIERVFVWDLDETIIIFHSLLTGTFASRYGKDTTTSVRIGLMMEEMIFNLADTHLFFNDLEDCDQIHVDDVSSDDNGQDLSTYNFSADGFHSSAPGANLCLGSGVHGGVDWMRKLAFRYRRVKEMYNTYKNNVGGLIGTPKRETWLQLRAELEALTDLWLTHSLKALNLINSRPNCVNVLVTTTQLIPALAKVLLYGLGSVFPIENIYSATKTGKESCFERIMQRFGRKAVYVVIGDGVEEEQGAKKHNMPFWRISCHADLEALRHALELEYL
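Eya2 protein (added as 0.2 uM solution) was preincubated with compound for 10 min at ambient temperature in 50 mM HEPES pH 7.5, 50 mM NaCl, 5 uM MgCl2, 0.05% BSA, 1 mM DTT. OMFP (added at 50 uM) then reacted 10 min; fluorescence read at 485/525 nm.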
TCR activator – T cell receptor activation. primary human leukocytes, anti-CD3, IL-2 HTRF, 48 h. 330,000 tested, under 10 active. Potency, µM (doses to about 9.22 µM), for the others: at the highest dose activation of IL-2 secretion, most hits filed as activators. AID 504894; note: % of control where 0% means no effect
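Using a-CD3 beads without co-stimulation, primary human leukocytes were exposed to compounds for 48 hr. An HTRF IL-2 kit measured the cytokine, with europium-to-d2 energy transfer producing emission at 665nm upon 320nm excitation.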
Tb PFK inh – T. brucei PFK enzyme inhibition; T. brucei PFK, ADP-Glo luminescence; Potency, µM (highest dose often 57.5 µM), for inactives: top-dose activity, negative = inhibition, actives largely listed as inhibitors; actives 0.17% (n = 330,000); AID 485367;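 note: potency is the fitted concentration of half-maximal effect; 0% = uninhibited 1x PFK enzyme wells and -100% = no-enzyme wells; nearly all actives have a fitted effect of over 60% in size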
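Luminescent ADP detection (ADP-Glo, two-step: ATP depletion then ADP-to-ATP conversion for luciferase) reported PFK activity after 45 min room-temperature reaction of 1.25 nM enzyme with 0.5 mM F6P and 0.1 mM ATP at pH 8.0.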
AT treatment – candidate therapy for ataxia-telangiectasia; AID 485349; actives 0.19% (n = 320,000); Potency, µM (doses to about 57.5 µM), inactives show at the highest dose activation, hits mostly activators; […] A-T fibroblasts, KAP-1 phosphorylation AlphaLISA; neocarzinostatin DNA damage 30 min before lysis; note: potency is the fitted concentration of half-maximal effect; % of control where 0% means no effect; nearly all actives have a fitted effect of over 45% in size
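ATM-like activity read as KAP-1 phosphorylation via AlphaLISA donor/acceptor antibody pairs after lysis and 6 hr at 25C. Cells were ATM-null patient fibroblasts ([…], hTERT), dosed 60 min, then exposed to the DSB inducer NCS for 30 min.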
TSHR antagonist – blocks TSH signaling through the human TSH receptor | TSHR-expressing cells, TSH-stimulated cAMP HTRF, 2 h; hits give low values | activity change, negative = inhibition, % at 11.5 µM | actives 0.2% (n = 330,000) | P16473;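 active = activity change below a set negative limit, meaning inhibition stronger than a set level, cut at about -70% in these data; inconclusive = activity change between two set negative limits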; note: % is set by controls: 0 for no effect and ±100 for the full control effect
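Antagonism was scored as loss of TSH-driven cAMP in TSHR cells, stimulated with 4nM TSH (EC80) for 2 hours at 37 deg C and detected by homogeneous HTRF competition immunoassay.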
Mito fusion yeast – mitochondrial division inhibition or fusion activation; S. cerevisiae fusion-defective mutant growth rescue, CellTiterGlo 48 h; Potency, µM (highest dose often 46.1 µM), for inactives: at the highest dose growth rescue (activation), hits mostly activators; actives 0.23% (n = 320,000);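 note: potency is the fitted concentration of half-maximal effect; % of control where 0% means no effect; nearly all actives have a fitted effect of over 45% in size; temperature-sensitive fusion mutants such as fzo1-1 at 37 °C on non-fermentable ethanol glycerol medium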
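Compounds are tested for their ability to restore growth of mitochondrial fusion-defective yeast strains at non-permissive 37C in YPEG medium over 48 hours. Viability is quantified by luciferase luminescence.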
TSG101-PTAP inh – blocks PTAP/TSG101 interaction to inhibit HIV-1 budding; Q99816; Fluorescence polarization, FITC-PTAP peptide / Tsg101 binding; Potency, µM (titrated, usually from 115 µM), inactives show top-dose activity change, negative = inhibition, hits mostly inhibitors; 340,000 tested, under 10 active; AID 493005; active = well fitted inhibition curve with a large enough effect in the main read-out, with a control signal flat, not every such curve was filed as active; inconclusive = small, poorly fitted or top-dose-only effect, or effect the other way, or a change in a side signal; inactive = no such curve, though single readings can be large or run the other way; note: potency is the fitted concentration of half-maximal effect; % of control where 0% means no effect
Target sequence (Q99816 whole entry, looked up): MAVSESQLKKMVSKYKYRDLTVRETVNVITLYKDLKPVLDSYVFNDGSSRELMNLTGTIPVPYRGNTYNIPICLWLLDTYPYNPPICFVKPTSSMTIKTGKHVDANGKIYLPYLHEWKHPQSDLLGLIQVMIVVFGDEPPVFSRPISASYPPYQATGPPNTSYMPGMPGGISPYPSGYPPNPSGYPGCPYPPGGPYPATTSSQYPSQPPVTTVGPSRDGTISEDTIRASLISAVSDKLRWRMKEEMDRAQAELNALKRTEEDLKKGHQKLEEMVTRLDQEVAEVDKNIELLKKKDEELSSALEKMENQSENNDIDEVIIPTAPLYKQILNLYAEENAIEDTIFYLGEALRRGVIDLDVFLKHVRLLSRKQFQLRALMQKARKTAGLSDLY
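FP read-out: FITC-PTAP peptide, 50 nM final, binding Tsg101 binding domain, 10 uM final; 20 min, r.t.; 10 mM HEPES pH 7.5, 0.15 M NaCl, 0.01% Tween 20, 3 mM EDTA, 0.1 mM TCEP.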
ASM inhibitor – human S-ASM enzyme inhibition; placental ASM, HMU-PC fluorogenic substrate, 60 min; P17405; Potency, µM (series often up to 57.5 µM), for inactives: top-dose activity change, negative = inhibition, most hits filed as inhibitors; AID 504937; actives 0.006% (n = 340,000); note: potency is the fitted concentration of half-maximal effect
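qHTS format. ASM enzyme prepared from human placenta hydrolyses the fluorogenic substrate HMU-PC0 (9 uM final) over 60 min at 37 °C after a 10 min compound preincubation.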
Numbers without * were called inactive; ? = inconclusive; / = not tested or not shown; & = joins results of further samples; [ ] = dose if it differs, or a comment. Unless noted, calls come from the whole dose curve; as a rule, active = well fitted curve in the direction sought with a large enough effect; inconclusive = small, poorly fitted or top-dose-only effect, or another doubt; inactive = no such curve, though single readings can be large; an effect the other way counts as inactive or inconclusive.

SMILES | a7 integrin act | ELG1 repair inh | BCR signal inh | Eya2 inh | TCR activator | Tb PFK inh | AT treatment | TSHR antagonist | Mito fusion yeast | TSG101-PTAP inh | ASM inhibitor
Fc1ccc(-n2cc(-c3ccccc3)c3c(NN4CCOCC4)ncnc32)cc1 | 5% | ? | -13% | 3% | 5% | 1% | -8% | -15 | 6% | -1% | -1%
CCCCN(CCCC)CCNC(=O)c1cn(C)c2ccc(S(=O)(=O)N3CCCC3)cc2c1=O | ? | 13% | 6% | 6% | 3% | -4% | 9% | -5 | 14% | -4% | -7%
COc1ccc2c(c1)OC[C@H]1[C@H]2N2C(=O)c3cc(Br)ccc3NC(=O)[C@@]2(C)[C@H]1c1ccccc1 | 6% | -1% | ? | -7% | -2% | 0% | -9% | -14 | -20% | -6% | -13%
Cc1ccc(C(=O)CNc2ccc(C)cc2C)cc1 | -42% | ? | 0% | -1% | / | -2% | -20% | -11 | 2% | -1% | -1%
COc1ccc(C(C#N)Nc2ccc(C)cc2)cc1 (stereo not drawn) | -2% | -3% | 5% | -11% | 2% | 0% | 0% | 5 | -1% | -4% | 1%
O=C(CSc1ncn[nH]1)N/N=C/c1ccc(Br)cc1 | ? | -3% | ? | 10% | 3% | -3% | 2% | -8 | 1% | -2% | 96%
CCn1c(SCCC(=O)O)nnc1-c1cccnc1 | 26% | 4% | 0% | 5% | -4% | 5% | -2% | 7 | -1% | -5% | 2%
O=C1COc2ccc(C(=O)COC(=O)Cc3ccccc3F)cc2N1 | -3% | 1% | ? | -5% | -2% | -6% | -9% | -2 | -1% | -6% | 1%
Nc1nc(Nc2cccc(F)c2)nc(NCCO)c1[N+](=O)[O-] | 1% | 26% | 13% | 2% | -7% | 1% | -2% | 2 | 3% | -3% | -2%
NCCCC[C@H](NC(=O)C1CCNCC1)c1nnc(CN)o1 | / | 7% | -8% | ? | / | 0% | 8% | 5 | -2% | / | /
Cc1ccc(CS(=O)(=O)CC(C)(O)c2ccc(Cl)cc2)cc1 (stereo not drawn) | ? | 6% | 7% | 6% | 0% | -3% | 1% | 5 | 6% | -3% | -2%
C=CCOC(=O)C1=C(C)Nc2nnnn2C1c1cc(OC)ccc1OC (stereo not drawn) | 6% | 1% | 1% | 4% | 6% | -4% | / | 14 | 12% | -8% | 11%
CN1C(=O)c2ccccc2C(C(=O)O)C1c1cn(C)c2ccccc12 (stereo not drawn) | -12% | -1% | 1% | -2% | 4% | 0% | 1% | 4 | -1% | -1% | -1%
COc1ccc(C(=O)NCCc2cnc[nH]2)cc1OC | 0% | -1% | -1% | -9% | 2% | 4% | -1% | -1 | -1% | -1% | 0%
O=C(Cn1cnc2ccccc2c1=O)Nc1ccccc1N1CCOCC1 | -7% | ? | 1% | 18% | 0% | 1% | -3% | 12 | -1% | 2% | 0%
CCCC1CCC(c2ccc(/C(N)=N/O)cc2)CC1 (stereo not drawn) | -8% | -4% | ? | -11% | 0% | 6% | 10% | -14 | ? | -3% | -16%
Cc1ccc(OCC(=O)OC(C)CN(C)Cc2ccccc2)cc1 (stereo not drawn) | 4% | 13% | 8% | 8% | 7%[46.1 µM] | -1% | 14% | -11 | -4% | -1% | -2%
O=C(C[n+]1cccc(/C=N/O)c1)N(Cc1ccccc1)Cc1ccccc1 | 7% | 5% | 2% | -2% | 2% | 3% | -27% | -1 | 4% | -2% | 1%
CCCn1c(C(C)NC(=O)c2ccccc2)nc2ccccc21 (stereo not drawn) | -19% | -7% | ? | 0% | 0% | 3% | 4% | -1 | -1% | -10% | -1%
COc1ccccc1OC(C)C(=O)Nc1ccccc1C(=O)NCc1cccnc1 (stereo not drawn) | -13% | -13% | -16% | 8% | -8% | 0% | -16% | -4 | 3% | -1% | 8%
CCCCCCCC/C=C\CCCCCCCC(=O)NCCc1ccc(O)c(O)c1 | / | -3% | 2% | ? | 1% | -7% | 7% | -36&-29 | ? | -10% | -22%
CCOC(=O)Nc1cccc(OCC(=O)Nc2ccc(OC)cc2OC)c1 | 4% | ? | -3% | -5% | / | 1% | 10% | -12 | 6% | 1% | -2%
COC(=O)CCC(=O)Nc1nnc(C(F)(F)F)s1 | 3% | 1% | 23% | 11% | 3% | 0% | 3% | -2 | -4% | -4% | 0%
O=C(NC1CCCCCCC1)c1cccc(S(=O)(=O)N2CCOCC2)c1 | 1% | 26% | -2% | -20% | -1% | 1% | 2% | 6 | 5% | -1% | 2%
CCOC(=O)c1c(C=O)c(C)n(Cc2ccccc2Cl)c1C | -6% | 1% | ? | -6% | -2% | 2% | -5% | 14 | 21% | 1% | -8%
Continuation:
SMILES | a7 integrin act | ELG1 repair inh | BCR signal inh | Eya2 inh | TCR activator | Tb PFK inh | AT treatment | TSHR antagonist | Mito fusion yeast | TSG101-PTAP inh | ASM inhibitor
Cc1cc(OCC(=O)Nc2ccc(S(=O)(=O)NC3=NCCCCC3)cc2)c(C(C)C)cc1Cl | -10% | ? | -18% | -10% | -1% | 4% | -1% | 5 | 22% | -5% | /
CCCCOc1ccc(N(CC(=O)NC2CCCC2)C(=O)CCC(=O)Nc2ccccn2)cc1 | 6% | -6% | 8% | -4% | -3%[46.1 µM] | 1% | / | 2 | -3% | 0% | -2%
CN(C)c1oc(-c2ccccc2Cl)nc1C#N | -2% | 22% | ? | -8% | -2% | 9% | -10% | 8 | 15% | -1% | 8%
CCn1ccnc1CN(C)C(=O)c1cc(COc2c(F)cccc2F)on1 | -3% | 6% | -1% | -5% | -3% | -3% | -5%[11.5 µM] | -5 | -5% | -6% | 3%
CC(=O)c1ccc(N2C(=O)NC3(CCCCC3)C2=O)cc1 | -3% | ? | 4% | 16% | -1% | -3% | 1% | 3 | -6% | -3% | -3%
CCOC(=O)CC(=O)Nc1nnc(C(C)C)s1 | -14% | 20% | ? | -5% | 4% | 2% | 4% | 8 | -11% | -7% | 1%
O=C(CNC(=O)c1cccs1)NCC(=O)OCc1ccc(F)cc1 | 10% | -8% | 0% | 10% | -1% | -2% | 14% | -8 | -8% | -5% | -1%
CN(C)CC(O)COc1ccc(C(C)(C)c2ccc(OCC(O)CN(C)C)cc2)cc1 (stereo not drawn) | -66%[inhibitor] | 0% | ? | 3% | 4% | 2% | -5% | 12 | -7% | -8% | 0%
CCCC(=O)NCc1cc(-c2nn(C)c(=O)c3ccccc23)ccc1C | -24% | ? | 1% | -18% | / | 1% | -4% | 27 | 4% | -2% | -4%
CCOc1ccc(S(=O)(=O)N2CCCCC2)cc1NC(=O)Cc1ccccc1 | -14% | ? | 4% | -4% | 4% | 1% | -5% | 35 | -5% | 0% | -1%
CCN(CC)CCOC(=O)c1ccc(Cl)cc1 | -1% | -6% | 3% | -6% | -3% | 2% | / | 6 | 2% | -3% | -2%
O=C(Cc1ccc(F)cc1)N1CCC(N2CCC(C(=O)N3CCOCC3)CC2)CC1 | 0% | -6% | -2% | -12% | 2% | -2% | 6% | 25 | -8% | -2% | 5%
Cc1nc2cc3ccccc3cc2c(=O)[nH]1 | -4% | ? | ? | 4% | 0% | 0% | / | -13 | -9%[1.84 µM] | -5% | /
CC(=O)c1ccc(N2CCN(C(=O)Nc3ccc(C)cc3)CC2)cc1 | -13% | ? | 1% | 3% | 0% | 2% | 1% | -5 | -6% | -5% | 1%
O=c1[nH]c(NCCO)nnc1Cc1ccccc1 | 24% | 9% | -1% | 9% | 0% | 1% | 4% | 5 | 10% | -1% | 0%
CCOC(=O)c1c(O)c2cccc3c2n(c1=O)CC3 | -32% | 2% | -5% | 5% | -11% | -11% | -7% | 6 | -2% | -3% | 6%

Screening data as filed in PubChem.
